Screens from PubChem BioAssay.
Pol III holo inh = blocks replication by bacterial DNA polymerase III holoenzyme | Potency, µM (doses to about 57.1 µM), for the others: at the highest dose activity change, negative = inhibition | hit rate 0.25% among 71,000 | reconstituted DNA polymerase III holoenzyme replication, biochemical; also: potency is read from the fitted curve at half-maximal effect; % is scaled to controls: 0 for no effect and ±100 for the full control effect
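Reconstituted *E. coli* holoenzyme (0.35 nM Pol III, 1 nM beta, 154 nM SSB, 2 nM primase) was preincubated with compound for 15 min at RT. Synthesis on 1.4 nM ssM13Gori ran 35 min, then was stopped with PicoGreen/EDTA and read as dsDNA fluorescence.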
Tau filament bind = binds recombinant human tau filaments | Potency, µM (titrated, usually from 57.1 µM), without a hit: at the highest dose activity change, negative = inhibition | AID 596 | P10636 | hit rate 2% among 71,000 | recombinant tau filaments, thioflavin S fluorescence, 15 h; filaments grown with octadecylsulfate alongside compound;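 also: potency is read from the fitted curve at half-maximal effect; % is scaled to controls: 0 for no effect and ±100 for the full control effect; actives lower thioflavin S fluorescence by blocking filaments or displacing dye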
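His-tagged recombinant human tau (exons 2, 3, 10; 1 uM final) fibrillized with 30 uM sodium octadecylsulfate, 15 h at 37 C, in pH 7.4 HEPES buffer with 10 uM thioflavine S and 5 mM DTT. Reduced ThS fluorescence (450/510 nm) marks activity.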
ERK AVP inh = inhibitors of vasopressin-stimulated ERK signaling pathway; AID 995; hit rate 0.99% among 72,000; HEK293-V1b, vasopressin-stimulated pERK AlphaScreen; Potency, µM (doses to about 57.5 µM), for inactives: at the highest dose activity, negative = inhibition, hits mostly inhibitors; also: potency is read from the fitted curve at half-maximal effect; % is scaled to controls: 0 for no effect and ±100 for the full control effect; nearly all actives have a fitted effect of over 55% in size
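Overnight-seeded V1b-HEK293 cells in 1% FBS got compound, then vasopressin (25 nM final, 5 min, 37C), then lysis buffer. AlphaScreen detection of phospho-ERK; activity normalized to basal and full-stimulation controls.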
Texas Red fluor = compounds fluorescent in Texas Red spectral region; Compound fluorescence, Texas Red channel, 547/618 nm; active compounds read high; max dye-equivalent concentration, M; hit rate 0.06% among 59,000; AID 587; in the data active = max dye-equivalent concentration above about 10 nM; inconclusive = between about 1.1 nM and that limit
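Spectral interference profiling: each compound concentration's relative fluorescence, read with a 547 nm excitation and 618 nm emission filter pair, was normalized to a per-plate Texas Red standard curve.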
FLuc inh = inhibitors of firefly luciferase | P08659 | purified firefly luciferase, luminescence, 8 min | Potency, µM (doses to about 57.1 µM), inactives show top-dose activity change, negative = inhibition, actives largely listed as inhibitors | hit rate 2.2% among 72,000; also: potency is read from the fitted curve at half-maximal effect; % is scaled to controls: 0 for no effect and ±100 for the full control effect; nearly all actives have a fitted effect of over 40% in size
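Firefly luciferase (PKLight detection mix) with 10 uM ATP in pH 7.2 imidazole buffer (KCl, MgCl2, Tween 20, BSA). Compounds tested across a concentration series (qHTS). Luminescence read after 8 min at ambient temperature.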
CRE Fsk mod = modulators of forskolin-stimulated CRE signaling in CHO cells; CHO CRE-bla reporter (cAMP response element driving beta-lactamase), forskolin EC10, beta-lactamase ratio; Potency, µM (titrated, usually from 38.2 µM), for inactives: top-dose activity change, negative = inhibition, hits mostly activators; hit rate 2.5% among 71,000; AID 662; active = well fitted activation curve with a large enough effect in the signal ratio, with a control signal flat, not every such curve was filed as active; inconclusive = small, poorly fitted or top-dose-only effect, or effect the other way, or a change in a side signal; the % refers to the signal ratio; also: potency is read from the fitted curve at half-maximal effect; % of control where 0% means no effect
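Modulation of forskolin signalling: compounds in titration series added with EC10 NKH 477 to CHO cells carrying a CRE-driven beta-lactamase reporter, 3 h, 37C. CCF4 FRET ratio (460/530 nm, ex 405 nm) gives %activity and AC50.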
HADH2 inh = blocks human hydroxyacyl-CoA dehydrogenase type II; Q99714; recombinant HADH2, NADH fluorescence, beta-hydroxybutyryl-CoA; Potency, µM (highest dose often 57.1 µM), without a hit: at the top dose activity change, negative = inhibition, usual class: inhibitors; hit rate 3.4% among 73,000; also: potency is read from the fitted curve at half-maximal effect; % is scaled to controls: 0 for no effect and ±100 for the full control effect; nearly all actives have a fitted effect of over 60% in size; many of its hits are not listed in these tables
Target sequence (Q99714 whole entry, looked up, one chain of several): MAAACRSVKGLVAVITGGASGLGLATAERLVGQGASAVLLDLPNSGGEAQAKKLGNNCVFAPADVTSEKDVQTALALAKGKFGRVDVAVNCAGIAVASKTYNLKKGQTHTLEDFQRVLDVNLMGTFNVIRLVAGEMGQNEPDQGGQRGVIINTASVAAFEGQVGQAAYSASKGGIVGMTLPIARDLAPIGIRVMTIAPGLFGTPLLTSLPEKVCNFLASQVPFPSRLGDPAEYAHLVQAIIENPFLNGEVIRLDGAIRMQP
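Buffer 100 mM Tris-HCl pH 9.0/0.01% Tween-20; HADH2 20 nM; NAD+ 1 mM; beta-hydroxybutyryl-CoA 90 uM (all final). 15 min cpd preincubation, RT.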
HBB splicing = alters splicing of the hemoglobin beta chain; hit rate 0.06% among 65,000; HBB splicing reporter cell assay, activation; EGFP reporter with mutant IVS2-654 intron; response scale: normalised to 500 nM splice-correcting PNA; Potency, µM (highest dose often 46.1 µM), for the others: top-dose activation, hits mostly activators; AID 925; also: potency is read from the fitted curve at half-maximal effect; 0% is about no effect
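HeLa cells stably expressing EGFP interrupted by mutant beta-globin intron 2 (IVS2-654), 500/well in 2% FCS. Treated with compound for 2 days at 37C. Splicing correction scored as total well GFP intensity (488 nm excitation, 500-520 nm emission); 500 nM antisense PNA served as control.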
Hsp90 Hop PPI = changes Hsp90-Hop TPR2A binding signal, up or down | AlphaScreen TPR2A-His6 binding biotin-Hsp90 C-terminal peptide | Potency, µM (doses to about 57 µM), for inactives: at the top dose activity change, negative = inhibition | hit rate 0.44% among 71,000 | AID 595; active = well fitted curve in either direction with a large enough effect; inconclusive = small, poorly fitted or top-dose-only effect, or another doubt; also: potency is read from the fitted curve at half-maximal effect; % is scaled to controls: 0 for no effect and ±100 for the full control effect; many of its hits are not listed in these tables
Rhodamine autofl = rhodamine region autofluorescence | Rhodamine-region fluorescence, 547/598 nm, Tris buffer; active compounds read high | max dye-equivalent concentration, M | hit rate 0.05% among 59,000 | AID 594; in the data active = max dye-equivalent concentration above about 11 nM; inconclusive = between about 1.1 nM and that limit
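Compounds in 100 mM Tris buffer, pH 8.0, were incubated 15 min at room temperature, then read at 547 nm excitation and 598 nm emission. Fluorescence was normalized against a per-plate six-point rhodamine standard curve as dye-equivalent concentration.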
ALOX15 inhib = inhibitors of human 15-lipoxygenase (ALOX15); purified 15hLO-1, xylenol orange hydroperoxide absorbance; Potency, µM (titrated, usually from 57.1 µM), without a hit: top-dose activity change, negative = inhibition, most hits filed as inhibitors; hit rate 1.4% among 74,000; AID 887; also: potency is read from the fitted curve at half-maximal effect; % is scaled to controls: 0 for no effect and ±100 for the full control effect; nearly all actives have a fitted effect of over 55% in size
Target sequence (P16050 whole entry, looked up): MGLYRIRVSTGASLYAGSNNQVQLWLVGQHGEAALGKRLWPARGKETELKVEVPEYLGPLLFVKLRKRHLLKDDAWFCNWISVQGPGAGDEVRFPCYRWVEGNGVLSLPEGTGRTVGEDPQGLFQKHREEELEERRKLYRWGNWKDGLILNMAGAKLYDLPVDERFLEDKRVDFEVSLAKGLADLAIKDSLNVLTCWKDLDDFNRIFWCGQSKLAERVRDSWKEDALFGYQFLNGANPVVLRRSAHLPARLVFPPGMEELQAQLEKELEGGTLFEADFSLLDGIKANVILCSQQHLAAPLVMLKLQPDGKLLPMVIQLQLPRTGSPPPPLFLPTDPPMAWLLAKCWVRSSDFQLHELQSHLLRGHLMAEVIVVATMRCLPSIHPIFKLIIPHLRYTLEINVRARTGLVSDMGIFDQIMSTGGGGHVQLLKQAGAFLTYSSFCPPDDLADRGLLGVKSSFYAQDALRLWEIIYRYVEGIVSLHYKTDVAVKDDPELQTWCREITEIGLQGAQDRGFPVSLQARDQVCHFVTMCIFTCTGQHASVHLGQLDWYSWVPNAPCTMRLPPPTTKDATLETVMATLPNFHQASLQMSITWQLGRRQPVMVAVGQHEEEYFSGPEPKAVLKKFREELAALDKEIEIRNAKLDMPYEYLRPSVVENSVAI
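Compounds were preincubated 15 min at room temperature with 40 nM purified human enzyme (25 mM Hepes pH 7.5, 0.01% Triton X-100); 50 uM arachidonic acid reacted 6 min. Fe-xylenol orange detection, 30 min, absorbance ratio 573/405 nm.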
Numbers without * were called inactive; i = inactive; ? = inconclusive; nt = not tested or not shown; [ ] = another dose, or the depositor's remark. Unless noted, calls follow the shape of the dose curve; as a rule, active = well fitted curve in the direction sought with a large enough effect; inconclusive = small, poorly fitted or top-dose-only effect, or another doubt; inactive = no such curve, though single readings can be large; an effect the other way counts as inactive or inconclusive.

Values run as follows: Pol III holo inh	Tau filament bind	ERK AVP inh	Texas Red fluor	FLuc inh	CRE Fsk mod	HADH2 inh	HBB splicing	Hsp90 Hop PPI	Rhodamine autofl	ALOX15 inhib
- COc1ccccc1-c1nccc(NCc2cnc(C)cn2)n1
    -6%	4%	-10%	i	1%[2.29 µM]	-9%	?	-0.3%	-8%	i	16µM*
- COc1ccccc1C(=O)NCCn1cc(SCC(=O)NCc2ccco2)c2ccccc21
    0%	13%	7%	i	-3%	-11%	-6%	-1.6%	-12%	i	-11%
- C=CCn1c(=O)c(C(=O)Nc2ccccc2OC)c(O)c2ccccc21
    1%[11.4 µM]	47%[11.4 µM]	-3%	nt	-1%	?	0%[11.4 µM]	-2.3%[0.0738 µM]	-3%[11 µM]	nt	8%[11.4 µM]
- COc1nc(C#N)nc(N(C)C)n1
    8%	13µM*	-4%	i	1%	18%	0%	-0.1%	-8%	i	4%
- CC(C)CCSc1nc(N)c(C#N)cc1C#N
    -1%	9%	-17%	i	-1%	7%	?	-0.3%	4%	i	-26%
- CC(C)(Oc1cccc2ccccc12)C(=O)O
    -4%	-6%	-13%	i	2%	?	-12%	-1.4%	-2%	i	12%
- Cc1ccc(-n2nc3c(c2NC(=O)c2cccs2)CSC3)cc1
    1%	60%	-21%	i	3%	-14%	-3%	-1.0%	-8%	i	-12%
- Cc1cccc(Nc2nc(N)nc(CN3CCN(C)CC3)n2)c1
    -1%	-3%	-13%	i	4%	5%	9%	-1.6%[57.5 µM]	-5%	i	24%
- CCOc1cc2[nH]c(=O)n(CCC(=O)NCCc3ccccc3)c(=O)c2cc1OCC
    2%	-44%	15%	i	-1%	?	0%	-2.9%	-4%	i	-1%
- O=C(CN(C1CCCCC1)S(=O)(=O)c1ccccc1)N1CCCC1
    -4%	12%	-11%	nt	1%	0%	-7%	-3.1%	-3%	nt	7%
- CCOc1nc(-c2ccccc2O)nc2ccccc12
    -2%	-12%	9%	i	2%	?	4%	-2.2%	17%	i	-3%
- CCCn1c(SCC(=O)NC)nnc1C(C)C
    1%	1%	-15%	i	2%	2%	2%	nt	2%	i	-3%
- Cc1ccc(S(=O)(=O)N(C)c2ccc(OCC(=O)OCc3c(C)noc3C)cc2)cc1
    -6%	2%	-10%	i	0%	?	10%	0.1%	9%	i	-2%
- CC(C)(C)OC(=O)N[C@@H](Cc1c[nH]c2ccccc12)c1nnc(SCC(N)=O)o1
    -8%	5%	-14%	i	3%	1%	18%	-2.2%[57.5 µM]	-3%	i	-1%
- N#Cc1c(N)n(CCNC(=O)c2cccs2)c2nc3ccccc3nc12
    7%	25%	-5%	?	-1%	?	?	3.9%	3%	i	-7%
- CCc1cccc(NC(=O)Cn2cccc2)c1
    -6%	1%	?	i	0%	-4%	11%	-0.9%	-7%	i	2%
- COc1ccccc1CNc1cc(-c2ccccc2OC)ncn1
    -10%	420%	7.9µM*	i	1%[2.29 µM]	?	6%	-1.8%	7%	i	-18%
- Cn1c(SCc2cccc3ccccc23)nnc1-c1ccco1
    9%	17%	-14%	?	-3%	34%	-21%	-2.0%	-1%	i	-1%
- CCOC(=O)Cn1c(=O)oc2cc(S(=O)(=O)N3CCN(c4ccccn4)CC3)ccc21
    -4%	i	nt	nt	1%	4%	16%	0.0%	-1%	nt	0%
- CSc1nnc(-c2ccc(O)cc2)n1C
    -2%	-4%	-2%	i	3%	-1%	-12%	-0.4%[57.5 µM]	0%	i	-7%
- CO/N=C\c1ccc(C(=O)N2[C@H](c3ccc(C)cc3)[C@@H](C)CC[C@H]2C(=O)OC)cc1
    nt	nt	13%[11.5 µM]	nt	1%[11.4 µM]	nt	10%[11.4 µM]	3.1%[9.22 µM]	nt	nt	1%[11.4 µM]
- COc1ccccc1-c1nc(S(=O)(=O)c2ccc(Cl)cc2)c(N(C)C)o1
    -1%	11%	-2%	i	0%	6%	-8%	-0.7%	-6%	i	-11%
- O=C(COC(=O)c1ccccc1Oc1ccccc1)NC1CCS(=O)(=O)C1 (stereo not given)
    -4%	-4%	5%	i	1%	?	-1%	-2.4%	3%	i	-1%
- Cc1cc(C)cc(N(C(=O)C2CCCC2)C2C=CS(=O)(=O)C2)c1 (stereo not given)
    -1%	-7%	-20%	?	0%	-10%	-10%	-1.2%	-4%	i	-2%
- COc1ccc(OC(C)C(=O)NC2CC(C)(C)NC(C)(C)C2)cc1 (stereo not given)
    -9%	-3%	-9%	i	0%	0%	8%	-0.5%	0%	i	8%
- Cc1cnc(C(=O)Nc2ccc3c(c2)CCC3)cn1
    -5%	-18%	-2%	?	16µM*	2%	18%	-0.2%[57.5 µM]	-1%	i	2%
- COc1ccc(-n2c(SCC(=O)NCC3CCCO3)nc3n[nH]c(C)c3c2=N)cc1 (stereo not given)
    3%	-4%	-15%	?	-1%	?	-7%	0.2%	-3%	i	-5%
- CCOC(=O)C1=C(C)NC(SCC(=O)Nc2cc(C)on2)=C(C#N)C1c1cccs1 (stereo not given)
    1%	0%	16%	i	-1%	4%	5%	0.0%	-2%	i	-29%
- Cc1[nH]nc2c1C(c1ccccc1F)CC(=O)N2 (stereo not given)
    -1%	10%	-18%	i	0%	?	9%	-2.4%	-1%	i	3%
- O=C(COc1ccccc1)NC(Cc1c[nH]c2ccccc12)C(=O)O (stereo not given)
    -4%	8%	-5%	nt	4%	-6%	-17%	-5.7%	1%	nt	-7%
- CCn1cc(NC(=O)Nc2ccccc2C(=O)OC)c(C(N)=O)n1
    2%	-24%	-2%	i	6%	-9%	-15%	2.2%	-6%	i	0%
- Cn1c(=O)c2c(nc(N3CCCCCC3)n2CC(=O)c2ccccc2)n(C)c1=O
    -5%	-4%	19%	i	2%	2%	21%	nt	-6%	i	11%
- CCCCn1c(=N)n(CC(O)COc2ccc(C)cc2)c2ccccc21 (stereo not given)
    -5%	53%	-9%	?	-3%	-12%	-11%	1.8%[57.5 µM]	-6%	i	-3%
- Cc1ccc(SC(C)c2nc(-c3cccnc3)no2)cc1 (stereo not given)
    -9%	-9%	14%	i	1%	25%	-20%	0.3%	9%	i	2%
- OC(CCl)CCl
    1%	3%	28%	nt	nt	1%	-2%	-0.3%	-5%	nt	-4%
- CC(C)Cn1cc(C(=O)NCCCN2CCCC2=O)c2c3ccccc3n(C)c2c1=O
    3%	-6%	-5%	?	-2%	18%	30%	-3.3%	1%	i	-3%
- Cc1ccc(-c2nnn(CC(=O)NC3CC4CCC3C4)n2)cc1 (stereo not given)
    1%	379%	19%	?	-40%	?	6%	-5.9%	-1%	i	-9%
- COc1cccc(C(=O)N2CCN=C2SCc2cccnc2)c1OC
    1%	-3%	18%	nt	2%	-3%	-2%	-0.3%	?	nt	5%
- Cn1c(Cn2c(=O)sc3ccccc32)nnc1SCC(=O)NCc1ccccc1Cl
    4%	482%	-5%	nt	1%	-3%	1%	0.3%	2%	nt	2%
- Cc1cccc2ccccc12
    3%	-5%	6%	nt	nt	-9%	0%	0.4%	-1%	nt	-1%
- COc1cccc(C(=O)CN2CCC(NC(=O)NC3CCCCC3)CC2)c1
    -6%	-11%	14%	?	2%	-8%	-7%	nt	-4%	i	-3%
- Cc1ccccc1NS(=O)(=O)c1cc(C(N)=O)ccc1C
    1%	-7%	-4%	i	2%	-5%	5%	1.3%	-1%	i	5%
- COc1ccccc1CN1CC(C(=O)N2CCN(c3ccc(F)cc3)CC2)CC1=O (stereo not given)
    -5%	-12%	6%	?	-2%	-15%	0%	1.4%	-5%	i	7%

Sorted by the number under Hsp90 Hop PPI (highest first): 3 from the list above
SMILES	Pol III holo inh	Tau filament bind	FLuc inh	CRE Fsk mod	HADH2 inh	Hsp90 Hop PPI	ALOX15 inhib
CC(C)CCSc1nc(N)c(C#N)cc1C#N	-1%	9%	-1%	7%	?	4%	-26%
Cc1ccc(-c2nnn(CC(=O)NC3CC4CCC3C4)n2)cc1 (stereo not given)	1%	379%	-40%	?	6%	-1%	-9%
Cc1cccc(Nc2nc(N)nc(CN3CCN(C)CC3)n2)c1	-1%	-3%	4%	5%	9%	-5%	24%

These rows are one share of the data, so the mix of outcomes need not match the whole.
